# From PubChem
# Rin1 Abl inh – inhibitors of human Rin1-Abl protein interaction; P00519+Q13671; TR-FRET Rin1/Abl binding, biochemical; inhibition, % at 7.35 µM; 360,000 tested, 0.4% active; AID 588664; in the data active = inhibition above about 5%, passing the limit was not always enough
# MT1-MMP act inh – MT1-MMP (human) activation inhibition | GFP/RFP ratio change, % at 20 µM | 360,000 tested, 0.061% active | HT1080 RFP-PRO-GFP cells, GFP/RFP ratio fluorescence, overnight; percent of plate control window, DMSO zero;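 active = GFP/RFP ratio change of at least 30% with cell ATP level not reduced by more than half and red fluorescence within 50% of control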; also: strong numbers were not always called active
#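 Material – HT1080 RFP-PRO-GFP cells · Control set – DMSO wells and RFP-L50D-GFP cells · Incubation – overnight cell settling, then overnight compound exposure, 37 °C, 5% CO2 · Compound dosing – single-point 20 µM compound, 1% DMSO · Read-out – GFP/RFP fluorescence ratio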
# Neddylation inh – blocks human cullin neddylation; calls only at 25 µM; 360,000 tested, 0.58% active; TR-FRET cullin neddylation, biochemical; in the data active = inhibition above about 36%
# bovine MsrA act – bovine methionine sulfoxide reductase A activation. activation, % at 10.6 µM. purified bovine MsrA, absorbance read-out. 360,000 tested, 0.3% active; in the data active = activation above about 7.5%;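 also: 0% = vehicle and 100% = reference activator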
# FAS TE block – blocks the thioesterase domain of human fatty acid synthase; recombinant FAS-TE, OMFH fluorogenic substrate, fluorescence endpoint; inhibition, % at 15 µM; 360,000 tested, 0.67% active;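 active = compounds whose normalised, plate-corrected inhibition of enzyme fluorescence in the single-dose primary screen is 50% or more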;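 also: 0% = DMSO with enzyme and 100% = substrate without enzyme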
# NRP1-CendR mod – alters CendR peptide binding to human NRP-1; O14786; FAM-RPARPAR peptide binding to NRP-1, fluorescence polarization; inhibition, % at 25 µM; 360,000 tested, 0.85% active; AID 602438;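 active = inhibition or corrected inhibition above about 18%, plus a signal ratio from 0.5 to 1.5, limit read from the data, passing the limit was not always enough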; also: strong numbers were not always called active
# SKN-1 inh – blocks SKN-1 activity in C. elegans. C. elegans VP596 Pgst-4::GFP/RFP ratio, acrylamide-induced, 24 h. inhibition, % at 21.8 µM. 360,000 tested, 0.49% active. AID 624304;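 active = interference check ratio from 0.5 to 1.5 plus GFP to RFP signal ratio inhibition reaching or exceeding a fixed threshold, cut at about 30% in these data, passing the limit was not always enough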; also: some compounds called inactive have numbers as strong as hits
# MsrA inhibitor – inhibitors of bovine MsrA. purified bovine MsrA, absorbance read-out. 360,000 tested, 0.75% active. inhibition, % at 15.5 µM; in the data active = inhibition above about 4.5%;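 also: 0% = vehicle wells with enzyme and 100% = reference inhibitor wells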
# eLon inh – inhibits E. coli Lon protease | purified E. coli Lon protease, fluorescence polarization | inhibition, % at 7.94 µM | 360,000 tested, 0.42% active | P0A9M0; in the data active = inhibition above about 13%, passing the limit was not always enough;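 also: 0% = enzyme with probe and DMSO and 100% = no enzyme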
# * hit, by the source's call; i = inactive; x = no result given.
SMILES,Rin1 Abl inh,MT1-MMP act inh,Neddylation inh,bovine MsrA act,FAS TE block,NRP1-CendR mod,SKN-1 inh,MsrA inhibitor,eLon inh
COc1cccc(N2C(=O)C(CC(=O)Nc3ccc(F)cc3)N(C3CCCCC3)C2=O)c1 (centres undefined),2,1,i,0,5,-3,8,-1.5,-4
NC(=O)CC(NC(=O)Cc1ccc(Br)cc1)c1ccc(N2CCCCCCC2)c([N+](=O)[O-])c1 (centres undefined),3,9,i,0,-1,-8,5,1.7,0
COc1ccccc1C(=O)N/C(=C\c1cn(C)c2ccccc12)C(=O)N1CCOCC1,0,-3,i,-4,-4,7,-2,2.5,-1
CCOc1ccc2oc(C(=O)OCC(=O)NC3CCCC3)c(C)c2c1,1,7,x,-3,-2,-10,-4,-0.1,-9
COc1ccc(C(=O)Nc2ccc(-c3cn4ccsc4n3)cc2)cc1S(=O)(=O)N1CCOCC1,-5,-6,i,-3,11,-8,-7,0.5,-10
COc1ccccc1CCNC(=O)CSc1nc(-c2ccco2)cc(C(F)(F)F)n1,-2,-9,i,0,6,2,-8,0.4,-5
CC1(NC(=O)NCc2ccccc2)CCS(=O)(=O)C1 (centres undefined),5,1,i,-2,-4,2,-4,-0.2,1
Cc1cc(C)n2nc(SC(C)C(=O)N3CCCC3)nc2n1 (centres undefined),1,1,i,-10,-5,4,1,1.2,7
O=C(COc1ccc(Br)cc1)Nc1ccncc1,1,2,i,0,-6,6,4,0.6,-5
COc1ccc2nc(C)cc(Nc3ccccc3O)c2c1,0,3,i,-10,-3,-1,-9,3.3,-2
O=C1N(Cc2ccc(F)cc2)CCN1c1ccc(F)cc1,-6,5,i,-1,0,5,20,0.9,-12
Cc1ccc2nc(-c3ccco3)c(Cc3cccc(F)c3)n2c1,0,-1,i,-5,1,10,29,0.9,-11
CCN(CC)c1ccc(/C=C(/C#N)C(=O)NCc2ccccc2)o1,-11,-102,i,-3,-45,138,12,0.2,i
NC(=O)C1CCN(C(=O)Nc2ccccc2)CC1,-2,-4,i,-1,-8,8,-17,-0.7,-4
CCOCCCNC(=O)c1cn(C)c2ccc(S(=O)(=O)N3CCCC3)cc2c1=O,1,-1,i,1,1,6,4,3.6,6
Cc1cc(OCc2cc(C(=O)NC(C)c3cnn(C)c3)no2)cc(C)c1Cl (centres undefined),1,-4,i,1,10,-6,25,-0.2,4
COc1ccc(-n2c(C)cc(C(=O)COc3ccc(-n4cnnn4)cc3)c2C)cc1,-2,0,i,-3,-2,4,30,1.7,-14
COC(=O)c1ccc(NC(=O)NC2CCCCC2)cc1,-1,4,i,-3,-6,-7,0,-0.8,5
O=C(COC(=O)CCNS(=O)(=O)c1ccc2c(c1)OCCO2)NC1CCCc2ccccc21 (centres undefined),2,2,i,7,6,8,0,0.5,-4
O=C(CSc1nc(C(F)(F)F)cc(=O)[nH]1)Nc1cccc2ccccc12,-2,5,i,-8,-1,0,-15,0.8,-5

# Six compounds drawn at random from those above:
SMILES,Rin1 Abl inh,MT1-MMP act inh,Neddylation inh,bovine MsrA act,FAS TE block,NRP1-CendR mod,SKN-1 inh,MsrA inhibitor,eLon inh
O=C(CSc1nc(C(F)(F)F)cc(=O)[nH]1)Nc1cccc2ccccc12,-2,5,i,-8,-1,0,-15,0.8,-5
O=C1N(Cc2ccc(F)cc2)CCN1c1ccc(F)cc1,-6,5,i,-1,0,5,20,0.9,-12
Cc1cc(OCc2cc(C(=O)NC(C)c3cnn(C)c3)no2)cc(C)c1Cl (centres undefined),1,-4,i,1,10,-6,25,-0.2,4
COC(=O)c1ccc(NC(=O)NC2CCCCC2)cc1,-1,4,i,-3,-6,-7,0,-0.8,5
COc1ccc(-n2c(C)cc(C(=O)COc3ccc(-n4cnnn4)cc3)c2C)cc1,-2,0,i,-3,-2,4,30,1.7,-14
CCN(CC)c1ccc(/C=C(/C#N)C(=O)NCc2ccccc2)o1,-11,-102,i,-3,-45,138,12,0.2,i

# Continuation.
SMILES,Rin1 Abl inh,MT1-MMP act inh,Neddylation inh,bovine MsrA act,FAS TE block,NRP1-CendR mod,SKN-1 inh,MsrA inhibitor,eLon inh
CCOC(=O)c1c(CC(C)C)csc1NC(=O)COC(=O)c1ccc(O)cc1,4,2,i,-1,13,2,9,-0.8,5
O=C(Nc1ccccn1)C(c1ccccc1)c1ccccc1,-3,0,i,-1,0,2,12,0.7,9
CCOc1cccc(CNn2cnnc2)c1OCc1ccccc1,2,1,i,-7,-7,14,-22,-0.9,-2
O=C1Nc2ccc(Br)cc2C1=C1CCCCC1,1,-8,i,2,4,9,30,0.6,-5
CCOc1ccc(CCNC(=O)C2CCN(c3ccc(N4CCOCC4)nn3)CC2)cc1OCC,5,1,x,-10,0,-11,8,1.4,-3
COc1ccccc1CCC(=O)Nc1ccc(OC)c(S(=O)(=O)N2CCOCC2)c1,-1,0,i,-3,-5,-9,13,0.2,-10
Cc1ccc(S(=O)(=O)N[C@@H](C)C(=O)OCC(=O)N2c3ccccc3NC(=O)C2(C)C)cc1,1,0,i,-4,-4,5,1,-0.4,-8
COc1cccc(CC(=O)OCC(=O)NC2(C#N)CCCC2)c1,4,-2,i,-7,-2,-4,-1,-1.1,-24
CCOC(=O)c1c(C)c(C(=O)NC2CCCCCC2)c(C)n1C,6,-5,i,-3,-3,-12,1,-1.6,-6
C/C(=N\OCC(=O)Nc1ccc(Br)cc1)c1cccs1,0,0,i,-3,20,5,3,0.0,4
c1ccc(Cn2nnc(CNc3ccccc3)c2-c2c(CNc3ccccc3)nnn2Cc2ccccc2)cc1,-2,13,i,-1,34,-10,22,x,13
Cc1nc2sccn2c(=O)c1S(=O)(=O)Nc1ccc(N2CCOCC2)c(Cl)c1,-2,-4,i,0,-1,5,11,0.5,-10
Cc1cccc(N(C(=O)c2snc(C(N)=O)c2N)C(C(=O)NCC2CCCO2)c2ccc(N(C)C)cc2)c1 (centres undefined),0,-7,i,-3,-9,10,9,0.6,0
CCCCc1cc(=O)oc2cc(O)ccc12,3,-5,x,-4,-2,0,5,2.2,-5
C=CCn1c(=O)c2c(nc3n2CCCN3CCc2ccc(OC)c(OC)c2)n(C)c1=O,1,-3,i,-4,-2,-12,0,-1.4,6
CCC1(c2ccccc2)NC(=O)N(CC(=O)Nc2ccc(S(N)(=O)=O)cc2)C1=O (centres undefined),0,1,i,-1,1,1,25,-1.0,0
N#Cc1ccc(COC(=O)CSc2nnc(C3CCCCC3)n2N)cc1,6,0,i,1,-2,0,-8,1.4,-3
Cc1ccccc1C(C(=O)NCc1ccco1)N(CC1CCCO1)C(=O)Cn1nnc2ccccc21 (centres undefined),3,-3,i,-9,-3,9,-11,0.8,1
Cc1cccc(N(C)S(=O)(=O)c2nnc(NC(=O)c3ccco3)s2)c1,0,-2,i,-5,-4,-2,12,2.9,-8
Nc1ccc2c(c1)COC2=O,2,-2,i,-5,-5,-9,-9,0.6,0
O=C(O)CC1(CC(=O)Nc2ccc(F)c(Cl)c2)CCCCC1,2,x,i,-11,1,-4,16,-0.7,6
O=C(OCC(=O)N1CCCCCC1)c1cccs1,-4,1,i,0,-5,-11,2,-0.6,-5
CCN(CC)S(=O)(=O)c1cc(C(=O)OCC(=O)Nc2ccc(-c3nc4ccc(C)cc4s3)cc2)ccc1F,-3,5,x,0,-2,-15,4,-0.7,5
Cc1ccc2[nH]c(=O)c(CN(CCCN(C)C)C(=O)Nc3ccc(Cl)cc3)cc2c1,3,-10,i,-1,-2,-1,4,1.0,0
CCCOc1ccc(C(=O)NNC(=O)CCNC(=O)c2ccco2)cc1OC,-3,-6,i,-12,-14,4,-15,-0.1,5
Cc1ccc(S(=O)(=O)N2CCN(C(=O)COC(=O)c3ccc(O)cc3)CC2)c(C)c1,1,-1,i,-4,4,20,0,-0.6,-2
CCOC(=O)Nc1ccc([N+](=O)[O-])cc1OC,-6,11,i,-8,-5,-6,9,1.1,-2
c1ccc(CN2CCN(c3cnc4ccccc4n3)CC2)cc1,3,2,i,-3,6,9,-32,1.4,6
O=C(Nc1ccccn1)c1ccc(C(=O)c2ccccc2)cc1,3,4,i,-3,-2,-7,1,-0.8,-21
O=C1c2c(-c3ccc(Br)cc3)noc2CCN1Cc1cn(Cc2cccnc2)nn1,x,6,i,x,x,-2,16,0.3,x
COc1ccc(-n2c(/C=C3\C(=O)N(C)c4ccccc43)nc3ccccc3c2=O)cc1,-4,-6,i,-3,1,-4,-3,2.3,4
Cn1nc(C(F)(F)F)c(CN2CC(C)(C)C2=O)c1N1CCOCC1,3,-4,i,2,-1,13,2,0.4,-9
Cc1ccc(S(=O)(=O)NCC(=O)N(CC(=O)NCC2CCCO2)Cc2ccccc2)cc1 (centres undefined),-2,5,i,-3,-3,3,18,-1.4,-6
O=C1CC(=O)Nc2cc(S(=O)(=O)N3CCN(c4ccc([N+](=O)[O-])cc4)CC3)ccc2N1,-3,2,i,-2,24,0,22,-0.2,0
CN(C)c1cccc(O)c1,1,6,i,-1,0,-12,47*,0.1,3
O=S(=O)(c1cccc(NC(=S)N2CCN(c3ccc(F)cc3)CC2)c1)C(F)F,5,6,i,-2,45,5,-5,0.3,5
CCCCNCC(=O)Nc1sc(C)c(C)c1C(=O)OCC,0,5,i,0,10,-10,6,-1.2,2
CCOc1ccc2c(c1)C(=O)C(=O)N2CC1COc2ccccc2O1 (centres undefined),3,1,i,-2,7,1,14,-0.1,-5
CCOc1ccccc1NS(=O)(=O)c1ccc2c(c1)NC(=O)CCS2,1,-1,i,-1,-2,8,15,-1.3,-3
Cc1c(C(=O)O)oc2ccc(S(=O)(=O)N3CCCC3)cc12,3,3,i,-2,-11,7,6,0.9,4
CCCCN1C(=O)/C(=c2\sc3nc(=O)c(-c4ccccc4)nn3c2=O)c2ccccc21,2,4,i,5,-1,-7,7,1.9,-9
O=C(NN1C(=O)/C(=C/C=C/c2ccco2)SC1=S)c1ccncc1,6,5,i,-7,-1,-152,24,1.2,-10
NC(=O)C1CCCN(CC(=O)Nc2cc(S(=O)(=O)N3CCOCC3)ccc2N2CCCC2)C1 (centres undefined),-4,-1,i,-1,-8,0,7,-0.5,-10
Oc1ccc(C[C@@H]2CNCCN2CCCCC2CCCCC2)cc1,1,-2,i,0,-6,16,19,1.1,4
CCC(CC)c1nc(C(N)=O)c2[nH]c(=O)n(-c3ccc(OC)c(OC)c3)c2n1,0,-3,i,-7,-4,-6,-10,1.2,-1
Cc1ccc(OCc2cnc(Cl)s2)c(C)c1,-1,3,i,-2,8,-6,18,0.9,9
Cc1ccccc1OCC(=O)NCCC1=CCCCC1,-3,0,i,0,4,-11,14,-0.3,1
Cc1cc(NC(=O)OC2CCCCC2)ccc1[N+](=O)[O-],5,-4,i,-1,19,14,-2,1.2,4
Cn1c(SCC(=O)Nc2nccs2)nnc1-c1ccc(S(=O)(=O)N2CCCC2)cc1,4,-3,i,-3,-5,9,9,1.1,-2
CCC(C)N(C)C1CCN(C(=S)Nc2cccc(OC)c2)CC1 (centres undefined),-2,0,i,-4,-3,-4,11,-0.1,1

# With a hit mark in SKN-1 inh (from the list above):
SMILES | Rin1 Abl inh | MT1-MMP act inh | Neddylation inh | bovine MsrA act | NRP1-CendR mod | SKN-1 inh | MsrA inhibitor | eLon inh
CN(C)c1cccc(O)c1 | 1 | 6 | i | -1 | -12 | 47* | 0.1 | 3

# The results go on:
SMILES,Rin1 Abl inh,MT1-MMP act inh,Neddylation inh,bovine MsrA act,FAS TE block,NRP1-CendR mod,SKN-1 inh,MsrA inhibitor,eLon inh
COc1cc(S(=O)(=O)NCCc2ccc3c(c2)OCO3)ccc1-n1cnnn1,0,3,i,-10,12,0,7,0.7,0
COc1ccc(-c2nnc(NC(=O)CSc3ccc(Cl)cc3)s2)cc1OC,0,37*,i,-2,-8,5,9,2.8,7
COc1ccc(-c2nnc(SCC(=O)N3CCCC3)o2)c(OC)c1,1,1,i,-3,-3,16,2,1.4,6
Cc1cc2c(c(CO)c1CCO)C(=O)[C@@H](C)[C@@H]2O,1,3,i,-1,-7,-5,16,0.2,3
COCc1c(C(=O)N2CCN(c3ncccn3)CC2)oc2ccccc12,3,1,i,1,-5,8,-4,-0.7,-12
O=C(Cc1ccccc1F)OCC(=O)N1CCc2ccccc21,0,1,i,0,8,-5,-3,0.0,-6
